# Source: PubChem (several laboratories)
# PKA-R1A activ: activators of PKA-R1A holoenzyme, primary screen, biochemical, fluorescence polarization, Cy5-IP20, bovine R1A, mouse PKAc; activation, % at 11.4 µM; AID 504707, 2011; 340,000 tested, 0.083% active; cAMP-dependent protein kinase type I-alpha regulatory subunit (Bos taurus) + …; PKA-R1A dissociation; scaled: DMSO 0%, 113 µM cGMP 100%;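 active = percent activation above the mean of all tested compounds plus 3 SD, cut at about 19% in these data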;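 note: higher means more PKAc released from R1A so a rise in polarization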
# PfHsp90 set2: growth inhibition of PfHsp90-expressing yeast, primary screen, antimalarial PfHsp90 inhibitor project, S. cerevisiae, BacTiter-Glo luminescence, single point, set 2 | inhibition, % at 9.4 µM | 310,000 tested, 0.32% active | BacTiter-Glo ATP, 48 h; yeast lacking PDR1 and PDR3 efflux regulators;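 active = every replicate shows inhibition above about 80%, whatever the replicate mean, limit read from the data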;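 note: 0% = DMSO neutral controls and 100% = 20 µM radicicol positive controls; yeast relying on Plasmodium falciparum Hsp90 in place of its own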
# DSG3 Ab inh: inhibitors of pemphigus antibody binding to DSG3, primary screen, biochemical, bead-based, flow cytometry, scFv-GFP; Desmoglein-3 (Homo sapiens), P32926; DSG3-coupled beads, scFv-anti-DSG3-GFP binding; hits give low values; binding (percent of control), % at 10 µM; 310,000 tested, 0.48% active;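 active = binding more than 3 SD below its plate's average and above zero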;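 note: hits lower antibody fragment binding to DSG3; some compounds called inactive have numbers as strong as hits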
# Mot1-301 SUMO: yeast Mot1-301 growth rescue at high temperature, primary screen, SUMOylation pathway inhibitor project, S. cerevisiae, ATP luminescence, 38.5C. S. cerevisiae Mot1-301 growth rescue; percent above DMSO median, 100 means doubled. growth rescue, % at 18.8 µM. 320,000 tested, 1% active;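 active = every valid replicate shows activation above 250% relative to neutral control wells; inactive = the rest, any valid replicate at or below 250%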;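 note: OY570 slx delta 5 strain wells were the positive control but not used for scaling; some compounds called inactive have numbers as strong as hits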
# AddAB inh: growth inhibition of E. coli expressing H. pylori AddAB, primary screen, AddAB inhibitor project, absorbance. inhibition, % at 11.9 µM. 330,000 tested, 0.29% active; in the data active = inhibition above about 12%;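 note: 0% = vehicle wells of infected cells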
# phage Ecoli inh: growth loss of phage-infected E. coli, primary screen, RecBCD inhibitor project, absorbance, with phage, HTS; inhibition, % at 11.9 µM; 360,000 tested, 0.26% active; in the data active = inhibition above about 11%
# HTR5A inv ctr: HTR5A inverse agonists in luminescence cell assay, primary screen, counter-screen for OPRM1-OPRD1 heterodimer inverse agonist project, full-deck HTS. 340,000 tested, 0.083% active. HTR5A cell line, inverse agonism. inhibition, % at 9.3 µM. AID 504634, 2011; in the data active = inhibition mostly above about 23%, no sharp cut-off; inactive = mostly below about 18%;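 note: 0% = cells with DMSO and 100% = no-cell wells with DMSO; some compounds called inactive have numbers as strong as hits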
# HTR5A ag: HTR5A agonists in luminescence cell assay, primary screen, counter-screen for OPRM1-OPRD1 heterodimer agonist project, full-deck HTS. 5-hydroxytryptamine receptor 5A (Homo sapiens), P47898. cell-based. activation, % at 9.3 µM. 340,000 tested, 0.61% active; in the data active = activation mostly above about 9.5%, no sharp cut-off; inactive = mostly below about 7.6%;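 note: 0% = cells with vehicle only and 100% = reference agonist; strong numbers were not always called active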
# E coli growth: E. coli V3065 growth inhibition, primary screen, counter-screen for AddAB inhibitor project, absorbance, OD600; 18 h; inhibition, % at 11.9 µM; 330,000 tested, 0.27% active; AID 449728, 2010;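 active = inhibition above the campaign's mean inhibition across all tested compounds plus 3 SD, cut at about 9.9% in these data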;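 note: uninfected addAB+ strain grown without phage in ampicillin broth; 0% = DMSO wells and 100% = ciprofloxacin 0.95 µg/ml wells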
# MOR-DOR inv ag: inverse agonists of MOR-DOR heterodimerization, primary screen, cell-based, luminescence; inhibition, % at 9.3 µM; 340,000 tested, 0.21% active; Mu-type opioid receptor (Homo sapiens) + Delta-type opioid receptor (Homo sapiens), …; cell-based MOR-DOR heterodimer luminescence, inverse agonism; in the data active = inhibition above about 22%, passing the limit was not always enough;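 note: 0% = cells with DMSO and 100% = wells without cells with DMSO; values of inactives mirror those of a sister screen read the other way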
# Target sequence (P35372 whole entry, looked up): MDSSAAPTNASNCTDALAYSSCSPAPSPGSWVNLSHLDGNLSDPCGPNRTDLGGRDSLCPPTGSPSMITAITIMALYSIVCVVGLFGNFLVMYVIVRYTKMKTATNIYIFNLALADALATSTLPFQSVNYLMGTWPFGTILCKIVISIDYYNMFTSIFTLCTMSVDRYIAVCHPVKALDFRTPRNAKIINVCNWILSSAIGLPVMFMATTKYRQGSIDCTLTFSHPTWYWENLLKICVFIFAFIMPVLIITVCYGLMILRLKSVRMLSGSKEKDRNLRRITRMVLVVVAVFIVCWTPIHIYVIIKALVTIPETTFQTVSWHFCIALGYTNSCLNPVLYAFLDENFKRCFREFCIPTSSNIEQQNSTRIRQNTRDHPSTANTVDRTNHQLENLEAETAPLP
# Target sequence (P41143 whole entry, looked up): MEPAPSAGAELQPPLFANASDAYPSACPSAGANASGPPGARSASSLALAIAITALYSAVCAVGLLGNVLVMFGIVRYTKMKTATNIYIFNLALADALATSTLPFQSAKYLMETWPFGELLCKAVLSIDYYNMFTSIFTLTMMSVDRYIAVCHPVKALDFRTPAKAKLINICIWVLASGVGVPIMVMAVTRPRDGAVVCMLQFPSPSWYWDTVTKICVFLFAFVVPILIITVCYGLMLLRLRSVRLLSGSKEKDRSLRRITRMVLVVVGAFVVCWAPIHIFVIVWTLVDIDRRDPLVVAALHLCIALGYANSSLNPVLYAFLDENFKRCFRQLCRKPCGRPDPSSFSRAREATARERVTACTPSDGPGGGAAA
# OPRM1-OPRD1 ag: agonists of OPRM1-OPRD1 heterodimerization, primary screen, cell-based, luminescence; cells; activation, % at 9.3 µM; 340,000 tested, 0.3% active; AID 504326, 2011; in the data active = activation above about 18%;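 note: 0% = vehicle-treated cells and 100% = reference agonist; values of inactives mirror those of a sister screen read the other way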
# * hit, by the source's call; . = not tested or not shown.
SMILES,PKA-R1A activ,PfHsp90 set2,DSG3 Ab inh,Mot1-301 SUMO,AddAB inh,phage Ecoli inh,HTR5A inv ctr,HTR5A ag,E coli growth,MOR-DOR inv ag,OPRM1-OPRD1 ag
O=C(COC(=O)c1cc(Br)ccc1O)Nc1cc(S(=O)(=O)N2CCCC2)ccc1Cl,-1.9,-11.9,104.9,.,.,2.0,-0.9,5.2,.,-5.4,1.0
COc1ccc(N2CCN(C(=O)COc3ccc(S(=O)(=O)N4CCOCC4)cc3C)CC2)cc1,-1.7,21.7,116.0,-8.9,-1.0,2.4,-15.9,-1.5,-0.5,-11.9,1.4
COc1ccc(-c2c(C#Cc3ccsc3)c3cc(-c4ccc5[nH]ccc5c4)ccc3n2C)cc1,7.7,-30.4,96.5,-15.6,-0.4,1.9,-14.1,-0.1,0.4,13.5,-2.4
Cc1c(C(=O)Nc2ccc(-c3nnc4n3CCCCC4)cc2)oc2ccc(Br)cc12,-16.3,-28.1,78.2,8.3,1.6,1.8,-36.6,-0.1,0.2,-9.7,1.9
CCOc1ccc(C(=O)Nc2cccc3nsnc23)cc1[N+](=O)[O-],0.2,15.8,85.9,-0.4,-1.6,1.5,2.0,-1.3,-0.1,-0.3,0.1
O=C(CCCC(=O)OCC(Cl)=C(Cl)Cl)Nc1ccccc1F,-5.5,-26.0,123.1,-2.4,-2.0,0.9,-0.2,1.5,-0.1,9.8,-1.8
COC(=O)CN1C(=O)Nc2ccc(C)cc2C1c1ccccc1 (stereo not given),-14.7,-6.7,103.5,25.6,1.4,2.3,-59.6,3.9,1.9,11.8,-2.2
CCOC(=O)c1sc2c(c1C)c(=O)n(CCO)c(=O)n2Cc1ccccc1,0.5,14.9,109.2,-12.8,0.9,4.1,4.8,-1.3,-2.1,-17.1,3.4
O=C(CN1c2ccccc2Sc2ccccc21)NNC(=O)Nc1ccc(Cl)c(Cl)c1,-2.2,-17.9,.,-3.2,1.9,3.8,-8.4,3.2,-3.2,-8.8,1.8
Cc1nc(-c2ccc([N+](=O)[O-])cc2)nc2[nH]ccc(=O)c12,1.4,13.7,99.8,0.2,.,0.1,7.6,-2.1,.,-3.0,0.7
NC(=O)c1ccc(NC(=O)COC(=O)CCN2C(=O)c3ccccc3C2=O)cc1,5.9,-13.6,93.0,13.0,1.0,-1.7,11.3,-4.5,0.6,0.7,-0.1
COCCNC(=O)C1=NOC(Cn2cc(C#N)c(=O)n(C)c2=O)C1 (stereo not given),-11.7,-3.1,104.6,-7.6,2.6,3.3,-18.2,7.1,2.6,14.7,-2.9
CC1Cc2ccccc2N1S(=O)(=O)c1c(N)n(C)c(=O)n(C)c1=O (stereo not given),1.0,.,81.4,179.2,-1.4,1.5,7.5,-4.3,-1.0,13.4,-2.1
CCN(C(=O)COC(=O)c1cccc(C)c1[N+](=O)[O-])c1c(N)n(Cc2ccccc2)c(=O)[nH]c1=O,-13.1,6.0,103.9,.,.,-1.0,-5.1,1.9,.,-7.8,1.2
Cc1ccc2c(=O)cc(C(=O)NCCc3ccc(S(N)(=O)=O)cc3)oc2c1C,-1.8,7.3,96.8,18.4,-2.1,-2.5,14.9,-4.0,-3.5,8.0,-1.8
CCCc1nc(SCC(=O)O)c2sc(=S)n(-c3ccccc3)c2n1,-16.8,6.1,101.6,-8.4,-1.6,2.4,7.1,-1.9,-3.5,4.8,-1.0
CCN(CC)S(=O)(=O)c1ccc2oc(Nc3ccccc3)nc2c1,-5.6,-92.1,107.1,-14.5,1.7,0.9,-19.6,7.3,0.2,-42.9,8.1
CCOC(=O)N1CCN(C(=O)CCS(=O)(=O)c2ccc(Br)s2)CC1,-2.8,.,104.2,-10.4,-1.0,3.3,-8.0,1.9,-0.8,-13.7,2.5
COc1ccc(/C=N/N=C2/NC(=O)C(CC(=O)O)S2)cc1OS(=O)(=O)c1ccccc1 (stereo not given),1.6,27.2,103.2,-7.2,3.0,3.5,-10.0,-1.6,0.7,5.3,-1.1
Cc1ccc(C(=O)NCCCNc2ccc(C(F)(F)F)cc2[N+](=O)[O-])cc1,3.9,14.0,100.0,-0.1,1.3,3.6,-4.1,1.1,0.8,-14.0,2.7
Cc1cccc(NC(=O)C2CCN(S(=O)(=O)c3ccc4ccccc4c3)CC2)n1,-9.5,.,92.1,-11.3,1.5,1.5,8.8,-3.2,1.0,3.6,-0.6
COC(=O)Cn1c(CCC(=O)O)ccc1-c1ccccc1,10.5,2.7,.,-6.3,3.6,2.7,-1.3,0.5,-1.6,2.0,-0.4
CCC1CCCCN1CCCNC(=O)CC1Oc2ccc(C)cc2NC1=O (stereo not given),-13.6,-17.3,111.8,-4.6,5.4,2.4,1.5,-0.5,0.0,-4.4,0.8
CCCN1CCN(CCCNC(=O)c2cc3c(=O)[nH]c4ccccc4c3s2)CC1,3.6,8.5,102.1,-7.3,1.9,3.7,8.7,-1.8,-0.9,17.2,-3.4
CCOC(=O)c1cccc(NC(=O)CSc2nnc(-c3ccoc3C)n2CC)c1,-9.2,-1.2,109.2,7.6,-0.1,2.4,-9.4,-1.0,-3.2,-0.9,0.2
O=C1c2cccc3c(N4CCCCC4)ccc(c23)C(=O)N1c1ccccc1O,-5.8,-32.6,122.7,.,-0.7,2.8,21.2,4.3,-0.2,-47.3,9.2
CSc1nc2ccccc2n1Cc1cccc(F)c1,-1.8,-7.7,113.8,27.7,1.8,0.9,-10.4,4.8,-1.2,4.6,-1.0
N#Cc1c(N)nc(SCc2ccccn2)c(C#N)c1-c1cccs1,5.0,2.6,102.2,-13.3,-2.2,0.3,-33.5,11.1,-1.4,-31.8,5.9
Cc1cccc(OCC(=O)NCC(=O)N/N=C/c2cccs2)c1,11.3,-12.1,127.2,95.8,2.2,1.8,-18.2,7.2,-0.1,-2.1,0.4
CCOCCOC(=O)c1ccc(NC(=O)c2cc3ccccc3o2)cc1,-10.4,-4.1,114.5,.,.,3.4,33.0,1.6,.,-12.4,2.2
Cn1cncc1C#Cc1ccc2c(=O)c3ccccc3oc2c1,2.0,-15.8,92.5,171.6,0.9,1.6,-34.2,-0.8,-1.8,-6.2,1.2
CC(=O)Nc1nc2nc(-c3ccccc3)cc(-c3ccccc3)n2n1,0.2,-3.1,.,116.1,-2.3,1.9,12.9,-1.9,-1.0,-1.0,0.2
COc1c2ccoc2c(OC[C@@H](O)C(C)(C)O)c2oc(=O)ccc12,-1.6,12.4,105.2,89.6,1.9,1.0,-10.2,6.2,-0.7,11.9,-2.1
O=C(CCNS(=O)(=O)c1c(Cl)cccc1Cl)N1CCCC1,-9.5,-32.5,98.7,-12.5,-0.3,-0.5,9.6,7.5,-1.4,-0.8,0.2
c1cc(CNCC2CCCO2)ccn1 (stereo not given),-8.4,13.2,103.2,-19.9,1.4,3.4,15.3,-2.8,-3.2,5.6,-0.8
COc1cc(C(=O)NNC(=O)c2ccoc2C)cc(OC)c1OC,-2.1,8.0,87.4,-1.1,1.0,5.8,5.6,1.6,1.8,-13.8,2.2

# Three records drawn at random from the list so far, as already listed:
SMILES,PKA-R1A activ,PfHsp90 set2,DSG3 Ab inh,Mot1-301 SUMO,AddAB inh,phage Ecoli inh,HTR5A inv ctr,HTR5A ag,E coli growth,MOR-DOR inv ag,OPRM1-OPRD1 ag
Cc1cccc(OCC(=O)NCC(=O)N/N=C/c2cccs2)c1,11.3,-12.1,127.2,95.8,2.2,1.8,-18.2,7.2,-0.1,-2.1,0.4
CCOC(=O)c1cccc(NC(=O)CSc2nnc(-c3ccoc3C)n2CC)c1,-9.2,-1.2,109.2,7.6,-0.1,2.4,-9.4,-1.0,-3.2,-0.9,0.2
O=C1c2cccc3c(N4CCCCC4)ccc(c23)C(=O)N1c1ccccc1O,-5.8,-32.6,122.7,.,-0.7,2.8,21.2,4.3,-0.2,-47.3,9.2

# The list continues.
SMILES,PKA-R1A activ,PfHsp90 set2,DSG3 Ab inh,Mot1-301 SUMO,AddAB inh,phage Ecoli inh,HTR5A inv ctr,HTR5A ag,E coli growth,MOR-DOR inv ag,OPRM1-OPRD1 ag
Cc1cccc(NC2SC(=O)N(c3ccccc3)C2=O)c1 (stereo not given),-4.5,-11.2,97.5,-26.2,-0.3,2.3,5.8,-2.2,2.4,-3.3,0.5
COc1ccc(C(=O)N2CCN=C2SC)cc1,-10.6,-1.1,96.7,27.1,-0.2,1.0,-13.9,-0.7,1.9,-3.5,0.7
N=c1c2c(-c3ccccc3)c(-c3ccccc3)n(Cc3ccccc3)c2ncn1CCO,10.2,-9.1,104.6,-8.9,2.5,2.3,8.5,-3.6,2.1,7.5,-1.6
Cc1nn(CC(=O)N2CCCC2)c(=O)c2nn(-c3ccccc3)c(C)c12,3.1,-5.7,103.2,22.5,0.0,-0.2,-18.1,4.8,-0.7,14.2,-2.7
Cc1ccc(C(=O)/C=C/C(=O)O)cc1,0.5,-15.8,88.6,80.2,-1.2,2.8,2.0,-0.7,-3.9,-15.8,2.2
CCNc1nc(N2CCCCC2)nc(-n2nnc(C(=O)OCC)c2C)n1,8.4,-15.6,97.8,2.3,-0.5,2.8,-14.9,5.9,0.6,-21.0,4.0
OCCC1CN(Cc2cc3c(cc2Cl)OCO3)CCN1Cc1ccccc1 (stereo not given),-5.2,-14.6,103.8,-13.4,1.9,5.1,-13.9,5.4,2.9,-8.9,1.5
CC(C)c1ccc(/C=N/NC(=O)c2ccc(-n3cnnn3)cc2)cc1,-4.0,-17.5,102.9,.,.,0.1,-15.3,3.9,.,-7.1,1.1
O=C(Nc1ccc(Cl)c([N+](=O)[O-])c1)C(Sc1ccccc1)c1ccccc1 (stereo not given),-4.3,3.7,103.6,-3.7,1.5,5.9,16.2,-6.4,4.5,-15.5,2.9
CCOc1ccc(CCNC(=O)COC(=O)c2c(OC)cccc2OC)cc1OCC,4.5,-18.8,100.0,-8.2,1.5,0.1,17.8,-7.2,1.5,8.2,-1.3
CN(C)CCCNC(=O)Cc1ccc(Br)cc1,6.5,0.3,119.9,-15.7,3.1,1.4,-1.9,-3.3,-0.1,9.1,-1.5
COc1ccc(S(=O)(=O)Nc2c(C)cccc2C)cc1-n1cnnn1,19.1*,-11.2,.,12.2,3.1,-3.3,-8.8,3.3,-1.1,2.2,-0.3
CC(C)(C)c1ccc(OCC(O)CNC(=O)c2ccccc2C(=O)O)cc1 (stereo not given),-3.2,2.9,104.8,0.4,-1.2,3.2,1.2,-2.7,0.3,-5.6,0.9
CC1CC(C)CN(S(=O)(=O)c2ccc3c(c2)oc(=O)n3CC(=O)N(C)Cc2ccccc2)C1 (stereo not given),-6.4,-1.7,100.3,332.9*,0.2,2.7,-30.3,11.7,1.5,-4.1,0.7
